Screens (PubChem BioAssay)
S1P1 ag pot: S1P1 (human) agonism or agonism potentiation; P21453; S1P1 CRE-bla cells, forskolin, beta-lactamase FRET, potentiator mode; S1P1 agonist co-added at EC20, 2 nM; 100% = saturating reference agonist, 0% = basal; activation, % at 9.5 µM; 0.57% of 56,000 active; AID 449;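 active = activation above a cutoff set at the mean activation of all tested compounds plus 3 SD, cut at about 54% in these data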;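 note: forskolin at 4 µM as EC80 and the EC20 agonist is SEW2871; 100% = SEW2871 at its EC100 plus forskolin at EC80; some compounds past the cut are filed as inactive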
Target sequence (P21453 whole entry, looked up): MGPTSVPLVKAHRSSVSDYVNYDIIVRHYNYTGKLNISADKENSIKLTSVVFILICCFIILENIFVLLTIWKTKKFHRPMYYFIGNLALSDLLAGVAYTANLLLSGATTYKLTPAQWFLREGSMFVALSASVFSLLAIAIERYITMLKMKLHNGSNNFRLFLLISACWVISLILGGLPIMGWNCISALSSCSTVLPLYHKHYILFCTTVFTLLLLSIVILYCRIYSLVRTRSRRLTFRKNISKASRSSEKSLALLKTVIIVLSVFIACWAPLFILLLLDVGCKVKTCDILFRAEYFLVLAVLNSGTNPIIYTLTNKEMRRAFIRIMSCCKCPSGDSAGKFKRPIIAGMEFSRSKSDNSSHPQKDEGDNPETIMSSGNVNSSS
Ec RNAP inh: Escherichia coli RNA polymerase inhibition | E. coli RNA polymerase, fluorescence transcription assay | inhibition, %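 (tested at 10 µM)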 | P0A8V2 | AID 559 | 0.2% of 62,000 active; in the data active = inhibition above about 20%;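 note: 0% = enzyme without compound and 100% = no enzyme blank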
Jurkat tox 60K: reduces viability or proliferation of Jurkat cells | inhibition, % at 4 µM | Jurkat E6.1 viability, ATP luminescence, 48 h | 1.2% of 56,000 active;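 active = inhibition above the mean inhibition of all tested compounds plus 3 SD, cut at about 28% in these data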
M1 antagonist: antagonists of rat M1 muscarinic receptor | P08482 | CHO-M1 cells, Fluo-4 calcium, ACh EC80 antagonist mode; active compounds read low | B-score at 10 µM | 3.4% of 64,000 active | AID 628;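 active = calcium fluorescence response, raw or row-and-column corrected B-score, differing from the plate sample mean either way at a set confidence level, mostly lower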
Target sequence (P08482 whole entry, looked up): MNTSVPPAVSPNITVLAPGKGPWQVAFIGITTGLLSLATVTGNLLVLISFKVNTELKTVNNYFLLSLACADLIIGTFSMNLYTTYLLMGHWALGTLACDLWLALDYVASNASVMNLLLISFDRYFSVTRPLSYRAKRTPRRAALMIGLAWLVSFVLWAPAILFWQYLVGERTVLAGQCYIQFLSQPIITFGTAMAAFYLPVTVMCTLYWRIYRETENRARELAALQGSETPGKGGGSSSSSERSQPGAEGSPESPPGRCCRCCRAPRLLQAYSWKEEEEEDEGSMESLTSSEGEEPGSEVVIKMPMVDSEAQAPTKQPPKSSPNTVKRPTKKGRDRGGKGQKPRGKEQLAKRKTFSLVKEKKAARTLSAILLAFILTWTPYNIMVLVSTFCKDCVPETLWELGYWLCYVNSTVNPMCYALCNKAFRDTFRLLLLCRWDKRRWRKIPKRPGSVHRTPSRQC
HEK293 NFkB inh: lowers PMA/ionomycin-induced NF-kB signal in HEK293 cells | AID 465 | 0.21% of 62,000 active | inhibition, % at 3 µM | HEK-293 NF-kB luciferase reporter, luminescence;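 active = inhibition above the mean of all tested compounds plus 3 SD, cut at about 40% in these data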;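 note: 0% = stimulated DMSO wells and 100% = 10 µM reference inhibitor 5653914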
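System – HEK-293 cells with stable firefly luciferase reporter driven by four HIV NF-kB elements · Doses – one dose, 3 µM · Schedule – 1 h compound pre-incubation, 16 h PMA/ionomycin at 37 °C · Technique – luminescence from luciferase substrate reagent · Measure – percent inhibition normalized per plate to DMSO and reference-inhibitor controls · Replicates – tested once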
S1P3 agonist: S1P3 (human) receptor agonism; Q99500; S1P3 NFAT-BLA reporter cells, FRET ratio; relative to 1 µM S1P, basal subtracted; activation, % at 4.5 µM; 0.1% of 60,000 active; AID 373;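 active = activation above the screen-wide mean plus 3 SD, cut at about 4.5% in these data, passing the limit was not always enough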; note: some compounds called inactive have numbers as strong as hits
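material = human S1P3 NFAT-BLA reporter CHO cells | schedule = 4 h compound at 37 °C, 2 h substrate at RT | measured by = fluorescent BLA substrate, ex 405 nm, em 460/535 nm ratio | controls = 1 µM S1P reference | replication = primary once, confirmation triplicate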
TNAP act mid DEA: activates human TNAP at intermediate phosphate acceptor concentration; P05186; purified TNAP, CDP-star luminescence, 100 mM DEA, 30 min; active compounds read high; scale: 0 levamisole-inhibited, 1 vehicle-only enzyme; activation factor at 20 µM; 64,000 tested, under 10 active;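 active = activation factor of at least 2 at 20 µM, relative to controls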
M1 agonist: agonists of M1 muscarinic receptor; B-score at 10 µM; 3% of 64,000 active; CHO-M1 cells, Fluo-4 calcium fluorescence, agonist mode; active compounds read high;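 active = fluorescence rise, raw or as B-score row- and column-corrected plate score, outside the 99.7% band of its plate's samples, either direction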
D1 allo mod: allosterically modulates the human D1 dopamine receptor; 5.9% of 58,000 active; HEK293 D1, CRE-luciferase, dopamine EC30 potentiation; actives deviate in either direction; B-score at 10 µM;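 active = luminescence count or its row- and column-corrected plate score outside the 99.7% band of the plate's sample wells, on either side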
An asterisk follows results filed as active; nt = not tested or not shown; & = joins results of further samples.

The first 3 records (preview)
SMILES | S1P1 ag pot | Ec RNAP inh | Jurkat tox 60K | M1 antagonist | HEK293 NFkB inh | S1P3 agonist | TNAP act mid DEA | M1 agonist | D1 allo mod
COc1cccc(C2=NOC(C(=O)Nc3cc(C)nn3-c3ccccc3)C2)c1OC (configuration not stated) | -21 | 5 | 12 | -0.51 | 7 | -1.3 | 0.8 | 0.58 | -0.24
CCOc1ccc2[nH]c(=O)c(C(c3nnnn3CCOC)N3CCOCC3)cc2c1 (configuration not stated) | 2 | 11 | -8 | 0.37 | 8 | 0.7 | 0.9 | -0.78 | 10*
CCc1ccc(S(=O)(=O)NCc2csc(-c3cccnc3)n2)s1 | -23 | 11 | -2 | 0.12 | 8 | 0.1 | 0.8 | -0.94 | 0.18

This part in full (from the top)
SMILES | S1P1 ag pot | Ec RNAP inh | Jurkat tox 60K | M1 antagonist | HEK293 NFkB inh | S1P3 agonist | TNAP act mid DEA | M1 agonist | D1 allo mod
COc1cccc(C2=NOC(C(=O)Nc3cc(C)nn3-c3ccccc3)C2)c1OC (configuration not stated) | -21 | 5 | 12 | -0.51 | 7 | -1.3 | 0.8 | 0.58 | -0.24
CCOc1ccc2[nH]c(=O)c(C(c3nnnn3CCOC)N3CCOCC3)cc2c1 (configuration not stated) | 2 | 11 | -8 | 0.37 | 8 | 0.7 | 0.9 | -0.78 | 10*
CCc1ccc(S(=O)(=O)NCc2csc(-c3cccnc3)n2)s1 | -23 | 11 | -2 | 0.12 | 8 | 0.1 | 0.8 | -0.94 | 0.18
O=C(c1cccs1)N1CCN(CCc2ccccc2)CC1 | 7 | 6 | -2 | -0.12 | 13 | -0.1 | 1 | -0.1 | -2.1
Cc1cc(Cl)ccc1NC(=O)CSc1nnc(-c2ccncc2)n1Cc1ccco1 | nt | 6 | nt | -0.9 | 17 | nt | 0.9 | 0.1 | -0.46
COc1ccc(-n2c(Cc3cccn3C)nnc2SCC(=O)Nc2ccc(Cl)cc2)cc1 | 10 | 9 | 3 | 0.65 | 4 | -1.3 | 0.9 | 0.024 | -0.17
Clc1cccc(-c2nn3c(COc4ccccc4)nnc3s2)c1 | -1 | 5 | nt | -0.48 | nt | -1.5 | 0.9 | -0.38 | nt
CCN=c1sc(C(=O)NCCc2ccccc2)cc(=O)n1CC | 59 | 4 | 19 | -2.9* | 12 | -0.4 | 0.9 | 12* | nt
CCN(CC)CCNC(=O)CCc1nn(C)c(=O)c2ccccc12 | -4 | 5 | 2 | -0.14 | 22 | -0.7 | 0.9 | -0.22 | 0.28
Cc1cc(C)n(-c2nnc(C)n2/N=C/c2ccco2)n1 | -16 | 5 | nt | -0.46 | nt | -3.1 | 0.9 | 0.45 | -0.0083
COc1ccc(/C(O)=C2/C(=O)C(=O)N(CC3CCCO3)C2c2cccc(OC)c2)cc1 (configuration not stated) | 66 | 13 | -8 | 0.62 | 18 | -1.1 | 1 | -0.8 | 0.41
CCOc1ccccc1NC(=O)c1ccccc1NS(C)(=O)=O | -12 | 11 | -9 | 0.39 | 8 | 0.3 | 0.9 | 0.011 | 0.14
O=C(NCc1ccc2c(c1)OCO2)c1c[nH]c2ccc(S(=O)(=O)N3CCOCC3)cc2c1=O | 19 | 0 | 0 | -0.31 | -1 | 0.5 | 1 | -0.0061 | -0.76
CCOC(=O)c1cnc(SC2CC(=O)N(c3ccc(OC)c(OC)c3)C2=O)nc1N (configuration not stated) | nt | -10 | 1 | 0.6 | 17 | 0.0 | 0.9 | -0.35 | 1.2
CS(=O)(=O)N1CCN(c2ccccc2NC(=O)CSc2ccc(Cl)cc2)CC1 | 14 | -2 | 8 | -0.26 | 10 | -1.4 | 0.9 | 0.37 | 0.19
Cn1c(SCc2nc3ccccc3n2CCO)nc2ccccc21 | 0 | 0 | 7 | -2.6* | 11 | -0.2 | 1 | -0.59 | 0.018
CC(=O)c1cc(CN2C(=O)CCC2=O)cs1 | -4 | -3 | 1 | -0.95 | -2 | -0.1 | 1.1 | -0.00011 | nt
N#C/C(=C(/O)CSc1nnc(Cc2cccs2)n1C1CCCCC1)c1nc2ccccc2[nH]1 | nt | 4 | nt | -1 | 8 | nt | 1 | -0.5 | nt
Cc1ccc(C)c(S(=O)(=O)Nc2ccc(O)cc2)c1 | 11 | 1 | -2 | 0.22 | 11 | -1.5 | 1 | -0.94 | 0.019
CC1(C)Cc2c(C#N)c(SCc3nc4ccccc4[nH]3)nc(N3CCOCC3)c2CO1 | -22 | 1 | nt | 0.32 | nt | 1.9 | 1 | 0.28 | nt
Cc1oc2cc(O)cc(C)c2c(=O)c1-c1cnn(-c2ccccc2)c1 | 5 | 8 | nt | 0.0046 | nt | -0.3 | 1 | 0.42 | 0.34
COc1ccc(S(=O)(=O)N2CCN(c3c(C)cccc3C)CC2)cc1OC | 28 | 3 | -4 | -0.19 | 12 | 0.5 | 1 | 0.19 | 0.35
CCOC(=O)CN(C(=O)Cn1nnc2ccccc21)C(C(=O)NCCOC)c1ccccc1C (configuration not stated) | -14 | -1 | 0 | nt | 5 | 0.2 | 0.9 | nt | -0.5
O=C(NC1CCCCC1)c1ccc(Br)o1 | nt | 4 | 3 | -2.1 | 11 | -0.7 | 0.9 | 0.32 | 0.68
CC1Cc2nc(SCC(=O)N3CCc4ccccc43)n(C)c(=O)c2S1 (configuration not stated) | 10 | 7 | -2 | -2.1 | 19 | -0.9 | 0.9 | -1.1 | 0.015
SMILES | S1P1 ag pot | Ec RNAP inh | Jurkat tox 60K | M1 antagonist | HEK293 NFkB inh | S1P3 agonist | TNAP act mid DEA | M1 agonist | D1 allo mod
Cc1ccc(C)c(S(=O)(=O)Nc2ccccc2C(=O)Nc2cc(C)on2)c1 | nt | 1 | nt | -0.45 | 16 | nt | 1 | -0.75 | -2.8
CCOc1ccccc1NC(=O)N1C2CCCC1CC(NC(=O)C1CC1)C2 (configuration not stated) | 5 | 5 | 4 | -0.47 | 8 | -0.6 | 1 | -0.3 | -0.73
CC12CC(NC(=O)N1c1ccc(C(=O)N3CCN(c4ccc(F)cc4)CC3)cc1)c1ccccc1O2 (configuration not stated) | 8 | 2 | -6 | -1.1 | 20 | 0.6 | 1 | 2.2 | 0.37
O=C(Cn1c(C(=O)NCC2CCCO2)cc2sccc21)c1ccccc1 (configuration not stated) | -1 | 5 | 6 | 0.37 | -14 | 0.0 | 1 | 0.37 | 0.3
Cn1c(=O)c2c(nc(NCCCO)n2C/C=C/c2ccccc2)n(C)c1=O | nt | 0 | 12 | -0.095 | 18 | -1.0 | 0.9 | -0.63 | -0.89
O=C(COc1ccccc1)Nc1ccc(S(=O)(=O)N2CCOCC2)cc1 | -14 | 7 | -2 | -0.031 | 14 | -0.7 | 1 | 0.25 | -0.13
Cn1c(=O)c2c(nc(CN3CCOCC3)n2CC(O)CO)n(C)c1=O (configuration not stated) | 1 | 12 | -1 | 0.27 | 22 | -0.3 | 0.9 | -0.72 | 0.082
CC1(C)NC(=O)N(CC(O)COc2cccc(F)c2)C1=O (configuration not stated) | -6 | 1 | -5 | -0.023 | -2 | 0.2 | 0.9 | 0.59 | 0.29
COC(=O)c1ccc(COc2ccc(C3C4=C(CCCC4=O)Nc4onc(C)c43)cc2)cc1 (configuration not stated) | -18 | 7 | 6 | 0.094 | 23 | -0.4 | 0.8 | 0.31 | -0.088
CN(C)c1nc(N)nc(CSc2nnnn2-c2cccc3ccccc23)n1 | 15 | 12 | 66* | 0.33 | 19 | -1.0 | 0.7 | -0.14 | 7.6*
COC(=O)c1cc(NC(=O)CC2SCCNC2=O)cc(C(=O)OC)c1 (configuration not stated) | nt | 4 | -2 | -0.15 | 11 | -0.6 | 1 | -0.38 | -0.0034
CCCc1nc2ccccc2c(=O)n1-c1c(C)n(C)n(-c2ccccc2)c1=O | nt | 9 | -2 | 0.5 | 6 | 0.2 | 0.8 | -0.49 | -1.5
Cc1nn2c(C(F)(F)F)cc(-c3ccc(Cl)cc3)nc2c1C(=O)N1CCOCC1 | -9 | -2 | 2 | 1.2 | 7 | -1.8 | 0.9 | 1.4 | 0.41
COc1ccc(S(=O)(=O)N2CCCN(CCC(=O)Nc3cccc(C(F)(F)F)c3)CC2)cc1 | -5 | -3 | 2 | -1.3 | 5 | -0.9 | 1 | -1.7 | -0.56
CSc1cccc(NC(=O)CSc2nnc(C)s2)c1 | -6 | 5 | -2 | 1.4 | 7 | -0.1 | 1 | 0.13 | 0.17
Cc1cc2ncn(CC(O)COC3CCCCC3)c2cc1C (configuration not stated) | 2 | 8 | 9 | -0.039 | 18 | -1.1 | 1 | -1.1 | 0.62
Cc1c(O)c(CN2CCCC2)cc2c3c(c(=O)oc12)CCC3 | -13 | -46 | -2 | -0.018 | -1 | 0.7 | 0.9 | -0.15 | 1
O=C(NCc1ccco1)c1ccccc1Nc1ccc(F)cc1 | nt | 3 | nt | -0.91 | 15 | nt | 0.9 | 0.11 | 0.52
CCOC(=O)C1CCN(C(=O)CN(c2ccc(OC)cc2)S(=O)(=O)c2c(C)nn(C)c2C)CC1 | -29 | 5 | 3 | 0.63 | 11 | -0.7 | 1 | -0.41 | -1.6
CCOC(=O)CC(=O)Nc1nnc(CC(C)C)s1 | 1 | 10 | -5 | 0.14 | 4 | -0.8 | 1 | -0.4 | -0.24
O=C1CCN(C(=O)c2ccccc2)C2CCCCC12 (configuration not stated) | 4 | 1 | -1 | 0.68 | 17 | -1.5 | 0.9 | -0.028 | 0.33
COc1cccc(-c2nc3n(n2)C(c2cccs2)C(C(=O)Nc2cccnc2)=C(C)N3)c1 (configuration not stated) | -11 | -6 | -4 | 0.22 | 5 | -0.9 | 0.9 | 0.089 | -1.1
Cc1ccc(-c2n[nH]c(=O)c3ccccc23)cc1N | -10 | 8 | 8 | 0.66 | 16 | -0.2 | 0.9 | 0.4 | 0.47
COc1cc(NS(=O)(=O)c2ccc(N)cc2)ncn1 | 2&-7 | 13&10 | nt | -0.15&0.25 | nt | -1.2&-1.7 | 0.9&0.9 | -0.65&-0.16 | -0.48
Cc1ncc2c(c1OC(=O)c1ccccc1)COC(C)(C)OC2 | nt | 11 | nt | 0.78 | -1 | nt | 1 | -0.046 | nt
SMILES | S1P1 ag pot | Ec RNAP inh | Jurkat tox 60K | M1 antagonist | HEK293 NFkB inh | S1P3 agonist | TNAP act mid DEA | M1 agonist | D1 allo mod
CCOC(=O)c1oc2ccc(S(=O)(=O)N3CCC(C)CC3)cc2c1C | nt | 6 | nt | -0.57 | 6 | nt | 1 | -0.13 | 1.4
O=S(=O)(Nc1ccccc1F)c1ccc2nsnc2c1 | -16 | -3 | 3 | -1.1 | 24 | -1.3 | 0.8 | -1 | -0.34
C=COCCn1c(=N)n(CCC)c2ccccc21 | -10 | -6 | 4 | 0.018 | 7 | -1.3 | 1 | -0.34 | 0.62
O=C(CCC1CCCCC1)N1CCN(Cc2ccc3c(c2)OCO3)CC1 | nt | 2 | 12 | -0.75 | 10 | -1.4 | 1 | 6.1* | -0.71
Cc1ccc(C(=O)CSC2=NC(N)=C(C#N)C3(CCCCC3)C2C(N)=O)cc1 (configuration not stated) | -13 | 7 | 8 | -0.35 | 10 | -1.6 | 0.9 | 0.92 | -0.13
COc1ccc(OC)c(NC(=O)C2C3CCC(C3=C(C)C)C2C(=O)O)c1 (configuration not stated) | -7 | nt | 10 | -0.61 | 8 | -1.5 | 0.9 | -1.3 | -0.41
Cc1cc(/C=C(/C#N)c2cccc(F)c2)c(C)n1-c1cccnc1 | nt | 9 | 2 | -5* | 13 | -0.5 | 0.9 | -0.3 | 0.53
O=C(CSCCO)N1CCc2ccccc21 | nt | 3 | -6 | -0.011 | 10 | -0.5 | 0.9 | 0.17 | 0.33
